SENP1 inh: blocks the human SENP1 SUMO protease catalytic domain; inhibition, % at 10 µM; recombinant SENP1 catalytic domain, CyPet-SUMO1-YPet FRET cleavage; 360,000 compounds, 0.21% hits;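 active = inhibition at least 30% at 10 µM, raw YFP signal under a set limit, fluorescence ratio 0.5 to 1.5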;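 note: 0% = enzyme with DMSO and 100% = no enzyme wells; some results filed as inactive read as strong as hits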
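Assay system: hSENP1 catalytic domain, recombinant. Amount: SENP1 enzyme, 20 pM final. Schedule: 50 min reaction, RT, dark. Technique: FRET, CFP and YFP emission. Control set: no-enzyme wells low, DMSO-plus-enzyme wells high control.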
PfGluPho inh: PfG6PD (Plasmodium falciparum) enzyme inhibition; AID 504690; 350,000 compounds, 0.78% hits; inhibition, % at 20 µM; PfGluPho enzyme, NADPH resazurin-diaphorase fluorescence;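 active = inhibition reaching at least a set limit at 20 µM in the primary screen, cut at about 59% in these data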;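 note: 0% = DMSO wells with substrate and 100% = DMSO wells lacking glucose-6-phosphate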
SENP8 block-1: inhibitors of human SENP8 protease | inhibition, % at 10 µM | 330,000 compounds, 1.2% hits | Q96LD8 | AID 2540 | purified SENP8, Z-RLRGG-aminoluciferin cleavage, luminescence; in the data active = inhibition above about 50%
HKDC1 inh: HKDC1 (human) hexokinase inhibition | Q2TB90 | recombinant HKDC1, G6PDH/diaphorase resazurin coupled fluorescence | inhibition, % at 20 µM | 340,000 compounds, 0.16% hits | AID 493160;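 active = inhibition above about 35% when tested at 20 µM, limit read from the data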;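 note: plate controls were DMSO wells with enzyme for no effect and DMSO wells lacking enzyme for full effect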
Target sequence (Q2TB90 whole entry, looked up): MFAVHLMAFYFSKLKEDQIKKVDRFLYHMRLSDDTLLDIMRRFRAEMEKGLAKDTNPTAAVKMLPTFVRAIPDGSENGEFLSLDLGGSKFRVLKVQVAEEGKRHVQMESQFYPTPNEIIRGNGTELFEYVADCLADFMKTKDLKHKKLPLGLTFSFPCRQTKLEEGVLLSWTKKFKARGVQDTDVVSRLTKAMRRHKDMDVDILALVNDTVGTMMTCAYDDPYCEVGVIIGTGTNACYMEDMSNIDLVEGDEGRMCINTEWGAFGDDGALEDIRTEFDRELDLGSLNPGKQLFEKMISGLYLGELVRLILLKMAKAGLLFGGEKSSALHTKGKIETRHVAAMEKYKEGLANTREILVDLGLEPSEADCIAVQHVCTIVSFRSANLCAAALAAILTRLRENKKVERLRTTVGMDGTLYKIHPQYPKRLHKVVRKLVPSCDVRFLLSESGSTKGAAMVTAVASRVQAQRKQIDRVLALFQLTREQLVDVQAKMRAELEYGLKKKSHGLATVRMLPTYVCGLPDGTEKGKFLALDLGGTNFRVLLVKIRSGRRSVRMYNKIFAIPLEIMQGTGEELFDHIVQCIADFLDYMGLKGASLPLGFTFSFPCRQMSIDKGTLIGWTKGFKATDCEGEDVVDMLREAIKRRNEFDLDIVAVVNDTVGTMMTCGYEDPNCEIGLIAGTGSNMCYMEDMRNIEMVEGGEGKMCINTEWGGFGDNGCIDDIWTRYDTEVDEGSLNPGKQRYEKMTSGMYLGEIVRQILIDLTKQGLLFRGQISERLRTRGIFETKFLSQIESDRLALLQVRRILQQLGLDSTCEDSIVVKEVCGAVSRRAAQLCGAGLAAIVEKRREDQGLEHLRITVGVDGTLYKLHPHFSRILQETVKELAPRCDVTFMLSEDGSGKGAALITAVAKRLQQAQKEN
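test system = in-house recombinant HK5 (HKDC1) enzyme | amount = HKDC1 at 5 µg/mL | control set = DMSO-enzyme wells negative, buffer-substituted wells positive | compound = one dose of 20 µM, 1% DMSO | schedule = reaction time 90 min, room temperature, protected from light | technique = resorufin fluorescence at 613 nm | reagent = glucose with 1 mM ATP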
SENP6 block: SENP6 protease inhibition; Recombinant SENP6 catalytic domain, aminoluciferin luminescence; inhibition, % at 10 µM; 330,000 compounds, 1.8% hits;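 active = inhibition above about 50% at the single tested dose, limit read from the data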;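 note: plate controls were DMSO wells with enzyme for no effect and DMSO wells lacking enzyme for full effect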
SENP8 block-2: inhibitors of human SENP8 protease. 360,000 compounds, 0.64% hits. inhibition, % at 20 µM. AID 602440. recombinant SENP8, Nedd8 substrate fluorescence; in the data active = inhibition mostly above about 40%, no sharp cut-off; inactive = mostly below about 27%
UBC13 inh: human UBC13 polyubiquitination inhibition; inhibition, % at 20 µM; UBC13 polyubiquitin chain formation, TR-FRET; 330,000 compounds, 0.47% hits; AID 485273; P61088; in the data active = inhibition above about 45%, passing the limit was not always enough
Target sequence (P61088 whole entry, looked up): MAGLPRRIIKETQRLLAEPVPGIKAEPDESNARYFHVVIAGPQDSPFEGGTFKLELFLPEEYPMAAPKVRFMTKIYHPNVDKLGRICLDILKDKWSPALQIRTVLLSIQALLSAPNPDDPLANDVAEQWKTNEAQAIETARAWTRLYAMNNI
SENP7 inh: inhibitors of human SENP7 protease; Q9BQF6; recombinant SENP7, Z-RLRGG-aminoluciferin luminescence, 40 min; 330,000 compounds, 1.5% hits; inhibition, % at 5 µM;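 active = inhibition above about 50% at the single test dose, limit read from the data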;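 note: plate controls were DMSO with enzyme for no effect and no enzyme buffer wells for full effect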
beta cell repl: MIN6 beta-cell proliferation induction. MIN6 cells proliferation, ATPlite luminescence, 48 h; cells starved in 0.2% serum; 100% = growth in 10% serum. proliferation, % at 10 µM. 330,000 compounds, 0.29% hits;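 active = compounds whose signal lies at least 3.5 SD above the mean of all wells on their plate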;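 note: 0% = DMSO-treated cells in low-serum medium and 100% = 10% serum control; some compounds called inactive have numbers as strong as hits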
Starred values were filed as active, the others as inactive; x = not tested or not shown.

SMILES	SENP1 inh	PfGluPho inh	SENP8 block-1	HKDC1 inh	SENP6 block	SENP8 block-2	UBC13 inh	SENP7 inh	beta cell repl
COc1ccc(C(c2c(C)n(C)n(-c3ccccc3)c2=O)c2c(C)n(C)n(-c3ccccc3)c2=O)cc1OC	-1	0	5	-3	-15	11	-31	6	-1
COc1cc(NC(=S)Nc2ccccn2)cc(OC)c1OC	-1	8	-7	12	-12	16	-26	-3	4
O=C(COC(=O)c1nc(Cl)ccc1Cl)Nc1ccccc1OC(F)F	0	-23	0	-4	1	-7	14	1	1
CN(C)C(CNC(=O)c1ccc(C(=O)c2ccccc2)cc1)c1ccccc1 (stereo not drawn)	-1	4	1	-2	-6	6	3	3	-2
CCS(=O)(=O)c1ccc(O)c(NC(=O)c2cc(OC)c(OC)c(OC)c2)c1	1	6	17	-8	6	14	-3	-5	-2
CN(C)c1ccc(C2NCCS2)cc1 (stereo not drawn)	0	23	-5	-3	7	10	-8	4	-1
CC1(C)CC(=O)C2=C(C1)NC(=O)NC2c1ccc([N+](=O)[O-])cc1 (stereo not drawn)	0	2	-6	-2	-21	5	-4	2	-1
O=C(c1ccccc1Cl)N1CCC(c2nc3c(nnn3Cc3ccco3)c(=O)[nH]2)CC1	1	2	-3	-2	-9	8	13	0	-1
CCc1ccc(N(C(=O)c2csnn2)C(C(=O)NCc2ccccc2)c2ccco2)cc1 (stereo not drawn)	-1	-8	-6	-3	-8	24	2	-1	0
CC(NC(=O)c1ccccc1Cl)C(=O)O (stereo not drawn)	1	-11	-14	-1	-21	4	-3	-8	-3
CCOc1cccc(C(=O)NC(=S)Nc2ccc(Cl)cc2C(=O)O)c1	-1	51	5	-3	17	-150	4	1	2
O=c1oc(-c2ccccc2NS(=O)(=O)c2ccc(Cl)cc2)nc2ccccc12	1	2	3	6	-14	-53	-5	-3	-6
O=C(COC(=O)CN1C(=O)C2CCCCC2C1=O)NCc1ccc(Cl)cc1Cl (stereo not drawn)	0	4	-5	0	-3	6	8	7	2
CCn1c(COc2ccc(OC)cc2)nnc1SCc1nc2ccccc2c(=O)[nH]1	x	x	11	x	-5	x	-2	3	0
CCCN1CCN(C(=O)Cn2c(=O)oc3cc(S(=O)(=O)NCc4ccccc4)ccc32)CC1	-1	-2	-3	-6	-3	9	-1	-3	3
COCCCNC(=O)CSc1nc2ccccc2c(=O)n1CCCC(=O)NCC1CCCO1 (stereo not drawn)	-1	8	-9	-5	-6	8	-9	-6	-1
CC(C)(C)c1ccc(C(=O)Nc2ccc(S(=O)(=O)Nc3cnc4ccccc4n3)cc2)cc1	-5	-13	8	5	15	-215	-22	3	-2
c1ccc(-c2c(-c3ccccc3)n(Cc3ccco3)c3ncnc(NCCCn4ccnc4)c23)cc1	-1	-4	-15	5	-14	-491	21	1	-7
Cc1ccc(C)c(N2CC(=O)N(c3cc(C)ccc3C)CC2=O)c1	3	4	5	-2	2	7	-1	5	-3
COn1c(-c2ccc(Cl)cc2)nc2ccc(Cl)cc21	1	66*	-11	0	-2	6	3	1	-3
O=C(CCCOc1ccccc1)N1CCN(S(=O)(=O)c2ccc(Cl)cc2)CC1	0	-8	-2	5	-9	21	3	0	-1
CN(CCCC1CCCC1)C(=O)c1cc(COc2c(F)cccc2F)on1	-1	-1	-1	7	-5	5	-3	7	-5
O=C(Cc1ccc([N+](=O)[O-])cc1)NCc1ccccc1Cl	1	23	-7	-7	-18	10	-2	-1	0
O=C(COC(=O)c1cc(S(=O)(=O)N2CCOCC2)ccc1F)Nc1ccc2c(c1)OCO2	-1	8	-6	-4	0	-2	8	-7	-4
O=C1CCCN1C(=O)CSc1ccc2ccccc2n1	1	16	1	7	7	7	41	2	2
(more compounds)
SMILES	SENP1 inh	PfGluPho inh	SENP8 block-1	HKDC1 inh	SENP6 block	SENP8 block-2	UBC13 inh	SENP7 inh	beta cell repl
COc1cccc(C(=O)NNC(=O)c2sccc2-n2cccc2)c1	0	-5	-2	-9	-10	-4	-6	-4	0
Cc1ccc(N=C2C(=S)N(c3ccc(C)cc3)C(=N)N2/N=C/c2ccc(Cl)cc2)cc1	3	31	-5	-119	10	11	-24	5	-6
O=C(c1ccc[nH]1)N1O[C@@H]2C=C[C@H]1C2	0	14	x	-2	x	2	x	9	x
Cc1cc(C)cc(OCC(=O)N(C)CC(=O)Nc2ccc(N3CCOCC3)cc2)c1	3	-2	6	-2	14	5	4	-4	1
CC(C)(C)C(=O)CSc1ncnc2c1cnn2Cc1ccccc1	0	-5	10	5	-1	-4	2	5	-1
Fc1ccc(NC(=S)NCc2ccccn2)cc1	-1	-2	-2	-4	5	23	1	5	-1
O=C(c1ccc(C(F)(F)F)cc1)C1CCCN(C(=O)CN2CCCC2=O)C1 (stereo not drawn)	-3	-15	-4	8	-12	-3	-3	2	0
O=C(CCn1nnc2ccccc21)Nc1nnc(Cc2ccccc2)s1	-11	47	0	3	-3	10	5	-3	1
O=C(C[n+]1cccc(Br)c1)c1cccs1	-6	-17	-11	6	-18	14	-14	-16	-2
COC(=O)c1c(-c2c(Cl)cccc2Cl)noc1C(=O)NN	-1	0	3	-1	-28	22	0	5	-2
Cc1cc(C)c2c(-n3cccc3)nn(C)c2n1	0	-22	3	3	-31	-279	-5	0	3
CCN(CC)S(=O)(=O)c1ccc(N2CCCC2)c(C(=O)OCC(=O)/C(C#N)=C(\C)N)c1	-3	8	0	1	-5	21	2	4	5
Cn1c(N)c(C(=O)COC(=O)CNC(=O)c2ccccc2Cl)c(=O)n(C)c1=O	1	5	3	-2	-11	5	17	-2	4
O=C(/C=C/c1ccccc1)NCCc1nc2ccccc2[nH]1	1	-8	-5	-1	5	6	4	0	-1
COc1ccc(CCN2CNc3c(c(=O)n(C)c(=O)n3C)C2)cc1OC	0	5	-2	6	-9	6	8	3	-1
CCCCn1c(N)c(N(CC)C(=O)c2cc3c(s2)CCCCC3)c(=O)[nH]c1=O	1	5	-3	4	-11	1	-6	-2	-1
Cc1occc1C(=O)NNC(=O)c1ccccc1[N+](=O)[O-]	1	-22	-8	-2	-25	4	-4	7	2
Cc1ccnc(N2C(=O)c3ccccc3C2O)c1 (stereo not drawn)	-3	10	81*	-6	85*	-1	4	90*	2
Cc1c(CN(C)C(=O)c2nn(C)cc2[N+](=O)[O-])cnn1C	0	-7	-6	6	-7	13	-5	6	-1
CCOC(=O)C1(CC)NC(c2ccco2)C2C(=O)N(C)C(=O)C21 (stereo not drawn)	1	-2	-1	-3	-2	11	-6	0	1
CCc1nnc(N/N=C/c2c(F)cccc2Cl)n1N	-1	28	-8	-12	-5	17	-25	-4	-3
CN(CC(=O)Nc1ccccc1C(F)(F)F)C(=O)CCc1nc2sc3c(c2c(=O)[nH]1)CCCC3	-11	-12	6	2	0	-22	-1	-6	-2
CCC(C(=O)NC1CCCCC1)N(CC1CCCO1)C(=O)CNS(=O)(=O)c1ccc(OC)cc1 (stereo not drawn)	3	7	x	-4	x	5	x	x	x
COc1ccc(CCC(=O)Nc2cc(Cl)ccc2OC)cc1	2	-13	-1	5	-5	-1	7	9	-3
CNC(=O)c1ccc(NC(=O)CC23CC4CC(CC(C4)C2)C3)cc1	1	-6	1	-6	-10	5	-1	-3	0

Given comma-delimited: part of the list above.
SMILES,SENP1 inh,PfGluPho inh,SENP8 block-1,HKDC1 inh,SENP6 block,SENP8 block-2,UBC13 inh,SENP7 inh,beta cell repl
Cc1c(CN(C)C(=O)c2nn(C)cc2[N+](=O)[O-])cnn1C,0,-7,-6,6,-7,13,-5,6,-1
Cn1c(N)c(C(=O)COC(=O)CNC(=O)c2ccccc2Cl)c(=O)n(C)c1=O,1,5,3,-2,-11,5,17,-2,4
Cc1ccc(N=C2C(=S)N(c3ccc(C)cc3)C(=N)N2/N=C/c2ccc(Cl)cc2)cc1,3,31,-5,-119,10,11,-24,5,-6
CNC(=O)c1ccc(NC(=O)CC23CC4CC(CC(C4)C2)C3)cc1,1,-6,1,-6,-10,5,-1,-3,0
O=C(C[n+]1cccc(Br)c1)c1cccs1,-6,-17,-11,6,-18,14,-14,-16,-2

(listing goes on)
SMILES	SENP1 inh	PfGluPho inh	SENP8 block-1	HKDC1 inh	SENP6 block	SENP8 block-2	UBC13 inh	SENP7 inh	beta cell repl
CCOc1ccc(NC(=O)COC(=O)c2cc([N+](=O)[O-])ccc2N2CCOCC2)cc1	2	7	2	-6	-4	21	-2	1	-1
CCOC(=O)c1ccc(N=c2sc(C(=O)OC)cc(=O)n2Cc2ccc3c(c2)OCO3)cc1	4	30	6	3	17	-207	-4	-5	-7
COC(=O)c1sccc1NC(=S)N1CC(C)CC(C)C1 (stereo not drawn)	2	-10	x	4	x	13	x	x	x
CNC(=O)NC(=O)COC(=O)CCCOc1ccc(OC)cc1	1	6	-4	7	-2	13	7	-2	-1
CCOC(=O)C1CCCN(C(=O)c2cc3c(C)nc4ccccc4c3o2)C1 (stereo not drawn)	1	2	8	-3	8	6	9	5	-1
CCc1cccc(C)c1NC(=O)CC(C)(C)CC(=O)O	-1	-11	-8	-3	-3	10	-7	-4	2
CCOc1ccc(N(CC)C(=O)CCS(=O)(=O)c2cccc3nonc23)cc1	2	7	3	-4	-2	-5	7	2	-2
CC(C(=O)Nc1ccccc1)C(=O)Nc1ccccc1	-1	-2	-8	7	-21	21	-4	-6	-1
COc1ccc(NC(=O)COC(=O)CNC(=O)c2cc(OC)c(OC)c(OC)c2)cc1	2	-8	-9	-11	-7	10	12	-1	0
Cc1cc(C)cc(NC(=O)CCc2c(C)nn(-c3ccc(N4CCCCC4)nn3)c2C)c1	1	-4	9	1	17	-21	-10	7	-3
CCOc1ccc(Nc2cc(=O)oc3ccccc23)cc1	1	-14	-5	-4	0	7	-5	-5	-2
Nc1cc(N)nc(SCC(=O)N2CCN(S(=O)(=O)c3ccccc3)CC2)n1	-2	4	6	-3	-3	23	3	2	-2
CCN(CC(=O)NCc1cccs1)S(=O)(=O)c1ccc(C(C)C)cc1	2	2	5	7	-5	8	14	-6	-2
COc1cc(O)c(C(CC(=O)N2CCCCC2)c2ccc3c(c2)OCO3)c(OC)c1 (stereo not drawn)	-3	-1	-7	-4	-6	-1	6	-2	3
O=c1c(O)c(-c2cc(O)c(O)c(O)c2)oc2cc(O)cc(O)c12	84*	67*	4	3	13	39*	7	3	-8
COc1ccc(-c2nnn(-c3cc(Cl)cc(Cl)c3)c2N)cc1	4	15	3	1	11	24	4	11	2
O=c1[nH]c2ccccc2c2oc(CCl)nc12	4	7	1	6	0	-4	13	-2	-6
COc1ccc(S(=O)(=O)N(C)C[C@@H]2Oc3ccc(NS(=O)(=O)c4cn(C)cn4)cc3C(=O)N([C@@H](C)CO)C[C@@H]2C)cc1	0	2	2	-6	-14	9	0	-10	3
COc1ccc(CNC(=O)C2CCN(C(=O)[C@@H]3Cc4ccccc4CN3)CC2)cc1	1	-5	-5	0	4	-3	0	-14	-3
COc1cccc(NC(=O)COC(=O)C2CCCCC2)c1	1	-2	7	-2	-4	-4	5	-6	-1
O=C(O)c1ccc(NN=Cc2cc(=O)[nH]c(=O)[nH]2)cc1	-13	9	x	-7	x	13	x	x	x
COC(=O)c1cccc(NC(=O)CC2C(=O)NCCN2C(=O)Nc2cc(C)cc(C)c2)c1 (stereo not drawn)	1	16	1	1	1	4	6	-2	-3
COC(=O)CCCCCCCCCCN1CCCCC1	0	-2	0	-9	-28	11	2	4	-1
O=C(NCCS(=O)(=O)N1CCN(c2ccccc2)CC1)c1cccs1	0	3	11	0	0	7	0	-1	3
CCNc1nc(C)c2cc(Br)c(=O)n(CC)c2n1	2	-12	-6	6	-12	-267	27	5	-2

From PubChem
